Screening results (PubChem BioAssay)
GLP1R ag: agonists of human GLP-1 receptor; P43220; HEK293 GLP-1R CRE-luciferase, luminescence, 4-6 h; cells express a hypersensitive GLP-1R form; Potency, µM (titrated, usually from 45.6 µM), without a hit: at the highest dose activation, usual class: activators; 380,000 tested, 0.007% active; also: potency is read from the fitted curve at half-maximal effect; % of control where 0% means no effect
aSyn yeast inh: rescues yeast growth from alpha-synuclein toxicity; Yeast expressing alpha-synuclein, growth rescue, BacTiter-Glo, 24 h; Potency, µM (top dose mostly 46.1 µM), for inactives: top-dose growth rescue (activation), hits mostly activators; 370,000 tested, 0.14% active; also: potency is read from the fitted curve at half-maximal effect; % of control where 0% means no effect; nearly all actives have a fitted effect of over 65% in size
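Galactose-induced alpha-syn yeast (OD600=0.02, raffinose-pregrown) + pinned cpd, 24 hr, 30 deg C; growth by BacTiter-Glo luminescence. Growth restoration scores as activation.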
Akt phos inh: blocks phosphorylation of Akt; Neuro2A IGF-stimulated pAkt S473 HTRF, 20 min; stronger effect = lower value; activity change, % for hits at 50 µM; 360,000 tested, 0.32% active; AID 651550; in the data active = activity change below about -80%; inconclusive = mostly about -51% to -80%; also: % is scaled to controls: 0 for no effect and ±100 for the full control effect
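Neuro2A cells in DMEM with 0.5% FBS, overnight at 37 deg C, given compound at single 50 µM final, then IGF (6 nM final) for 20 min at 37 deg C. Lysed; phospho-Akt Ser473 by HTRF after 24 h, 665/615 ratio.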
FUS suppressor: suppressors of FUS proteinopathy in yeast; S. cerevisiae FUS-expressing, growth rescue, OD600, 24 h; Potency, µM (titrated, usually from 76.6 µM), without a hit: at the highest dose growth rescue (activation), most hits filed as activators; 390,000 tested, 0.24% active; AID 1347120;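 also: potency is read from the fitted curve at half-maximal effect; plate controls were DMSO vehicle for no effect and reference control for full effect; nearly all actives have a fitted effect of over 55% in size; some results filed as inactive show a strong effect at the top dose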
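Cultures pregrown in 2.5% raffinose medium are shifted to minimal medium containing 2% galactose to express toxic FUS. Compounds are tested at several concentrations. After 24hr at 30C, growth is quantified at 600 nm absorbance.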
PTHR1 agonist: agonists of human PTHR1 parathyroid hormone receptor | Q03431 | HEK293 GP2 PTHR1 cells, GloSensor cAMP luminescence, 1 h | Potency, µM (doses to about 115 µM), without a hit: top-dose activation, usual class: activators | 410,000 tested, 0.075% active | AID 743266; also: potency is read from the fitted curve at half-maximal effect; nearly all actives have a fitted effect of over 55% in size; some results filed as inactive show a strong effect at the top dose; inactives centre near -15; many of its hits are not listed in these tables
Target sequence (Q03431 whole entry, looked up): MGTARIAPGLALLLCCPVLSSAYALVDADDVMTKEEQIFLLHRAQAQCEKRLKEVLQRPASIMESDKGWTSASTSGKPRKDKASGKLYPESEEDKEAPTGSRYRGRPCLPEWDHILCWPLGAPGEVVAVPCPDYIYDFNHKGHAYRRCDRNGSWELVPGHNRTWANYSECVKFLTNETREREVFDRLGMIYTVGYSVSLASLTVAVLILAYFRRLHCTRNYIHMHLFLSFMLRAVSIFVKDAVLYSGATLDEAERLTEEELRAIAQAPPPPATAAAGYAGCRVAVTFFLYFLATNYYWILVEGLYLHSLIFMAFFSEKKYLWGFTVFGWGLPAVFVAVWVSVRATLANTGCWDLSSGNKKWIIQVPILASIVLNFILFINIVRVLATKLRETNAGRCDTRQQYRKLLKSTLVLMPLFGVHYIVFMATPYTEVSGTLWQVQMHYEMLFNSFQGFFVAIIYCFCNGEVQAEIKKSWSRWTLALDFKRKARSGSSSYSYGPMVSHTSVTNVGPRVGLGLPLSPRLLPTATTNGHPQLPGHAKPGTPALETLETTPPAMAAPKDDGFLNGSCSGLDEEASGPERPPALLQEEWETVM
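HEK-293-derived GP2 cells expressing PTHR1 and a GloSensor cAMP reporter, 3,000/well, plated overnight, given luciferin plus IBMX (each 0.5 mM as added) for 1 h at 37 °C, then compound for 1 h at 37 °C. Luminescence was read after 15 min at room temperature.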
TDP43 rescue: inhibitors of TDP-43 toxicity in yeast; TDP-43 expressing yeast growth rescue, BacTiter-Glo, 24 h; Potency, µM (highest dose often 46.1 µM), for inactives: top-dose growth rescue (activation), usual class: activators; 410,000 tested, 1.8% active; also: potency is read from the fitted curve at half-maximal effect; % of control where 0% means no effect; nearly all actives have a fitted effect of over 50% in size
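Readout is BacTiter-Glo luminescence of cell growth, so inhibitors register as activators. TDP-43-expressing yeast at OD600=0.02 in galactose medium, after raffinose pregrowth to mid-log, were incubated with compound for 24 hr at 30 deg C.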
GLP-1R inv ag: acts as inverse agonist at human GLP-1 receptor; Potency, µM (doses to about 38.3 µM), inactives show at the top dose activity change, negative = inhibition, usual class: inhibitors; P43220; HEK293 GLP-1R CRE-luciferase, luminescence, 24 h; GLP-1R form is constitutively active; 410,000 tested, 1.6% active; also: potency is read from the fitted curve at half-maximal effect; % is scaled to controls: 0 for no effect and ±100 for the full control effect; nearly all actives have a fitted effect of over 55% in size
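GLP-1R inverse agonism mode: basal reporter luminescence in engineered HEK293 cells measured after one day of compound exposure at 37 deg C, with a 12 min room-temperature detection step.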
Abeta rescue: compounds reversing amyloid beta toxicity in yeast; 410,000 tested, 0.063% active; yeast expressing A-beta42, growth rescue, OD600, 48 h; response scale: 0% DMSO, 100% iron-clioquinol control; Potency, µM (doses to about 46.1 µM), for the others: at the highest dose growth rescue, hits mostly activators; also: potency is read from the fitted curve at half-maximal effect; nearly all actives have a fitted effect of over 55% in size
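Yeast growth medium received pinned compounds, then yeast cells expressing toxic A-beta were added; plates incubated at 30 C for 48 hr. Growth read as absorbance at 600 nm, normalized to DMSO and equimolar FeCl3 plus clioquinol controls.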
DRD3 antagonist: antagonists of human D3 dopamine receptor. D3R cells, DiscoveRx beta-arrestin luminescence, antagonist mode; stronger effect = lower value. max response, negative = inhibition, %. 360,000 tested, 2.5% active. AID 652054; in the data active = max response below about -50%; inconclusive = no clear call, values can overlap the other calls; also: % is scaled to controls: 0 for no effect and ±100 for the full control effect; mostly tested at two doses, the higher about 12 µM
Target sequence (P35462 whole entry, looked up): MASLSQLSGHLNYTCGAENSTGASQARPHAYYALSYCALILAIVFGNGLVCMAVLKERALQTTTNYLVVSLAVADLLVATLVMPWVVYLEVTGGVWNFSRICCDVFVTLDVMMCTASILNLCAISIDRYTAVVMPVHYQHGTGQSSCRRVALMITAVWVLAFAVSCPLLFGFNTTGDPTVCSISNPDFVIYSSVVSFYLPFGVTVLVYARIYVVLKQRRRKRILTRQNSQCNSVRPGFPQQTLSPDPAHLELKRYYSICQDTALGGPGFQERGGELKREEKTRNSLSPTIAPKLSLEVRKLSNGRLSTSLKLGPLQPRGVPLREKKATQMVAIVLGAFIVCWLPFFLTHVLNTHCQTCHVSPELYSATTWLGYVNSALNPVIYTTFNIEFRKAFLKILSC
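Cells expressing the human receptor were seeded at 1500 cells/well, incubated overnight at 37 degrees C in 5% CO2, then exposed to library compounds with dopamine controls for 90 minutes at 37 degrees C before luminescent detection.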
* hit, by the source's call; i = inactive; u = inconclusive; x = not tested or not shown; [ ] = another dose, or the depositor's remark. Unless noted, calls follow the shape of the dose curve; as a rule, active = well fitted curve in the direction sought with a large enough effect; inconclusive = small, poorly fitted or top-dose-only effect, or another doubt; inactive = no such curve, though single readings can be large; an effect the other way counts as inactive or inconclusive.

Value order – TDP43 rescue	FUS suppressor	aSyn yeast inh	Akt phos inh	GLP-1R inv ag	Abeta rescue	PTHR1 agonist	DRD3 antagonist	GLP1R ag
CC(=O)Nc1ccc(S(=O)(=O)NNC(=O)c2ccc([N+](=O)[O-])cc2)cc1
→ 10.7%	-18.8%	2.6%	i	3.1%	2.7%	-11.6%	-5.6	-3.9%
Cc1nc(-c2ccccc2)cn2c1nc1ccccc12
→ 11.9%	14.1%	-0.9%	i	2.5%	26.0%	-7.6%	8.4	14.0%
CS(=O)(=O)NCCNc1ccc(Cl)cc1[N+](=O)[O-]
→ 1.7%	-23.9%	1.0%	i	9.1%	-7.3%	i	-4.5	2.9%
CC1(C(=O)NS(=O)(=O)c2ccc(Cl)cc2)CCN1C(=O)Cc1cccc2ccccc12 (configuration not stated)
→ 2.9%	24.0%	0.5%	i	u	-4.8%	-20.9%	-13.5	-5.9%
CCNC(=S)NNc1nncc2ccccc12
→ 9.1%	7.3%	1.7%	i	u	-6.5%	i	2.3	7.1%
CC(C)CC1c2[nH]c3ccccc3c2CCN1C(=O)c1cnccn1 (configuration not stated)
→ 23.2%	-10.4%	2.5%	i	u	10.4%	-32.7%[inhibitor]	-5.4	9.3%
O=C(Cc1ccc(F)cc1)Nc1ccccc1N1CCCC1
→ 19.0%	7.0%	1.3%	i	u	0.4%	i	4.6	-1.6%
COCCNC(=O)C(c1cccs1)N(Cc1cccs1)C(=O)Cn1nnc2ccccc21 (configuration not stated)
→ -9.4%	-1.8%	6.0%	i	-0.8%	-24.6%	-6.7%[57.5 µM]	19.6	0.6%
Cc1ccc(C(=O)NCCc2nnc3ccc(SCC(=O)Nc4nnc(C)s4)nn23)cc1
→ 7.3%	-11.1%	2.9%	i	8.7%	-0.9%	i	9.8	1.6%
Cc1cc2nccc(-c3ccccn3)n2n1
→ 7.3%	-14.6%	-6.5%	i	11.4%	12.8%	i	-26.2	-11.5%
Cc1c(C(=O)N2CCCCC2)c(S(=O)(=O)N2CCC(C)CC2)c(C)n1C
→ -4.2%	-9.0%	0.1%	i	0.3%	6.0%	-0.1%	-7.9	0.4%
Cn1ccsc1=NC(=O)c1ccccc1F
→ 3.0%	9.8%	1.8%	i	7.0%	-7.1%	i	13.3	2.4%
Cc1ccc(S(=O)(=O)NNC(=O)CCCCC(=O)NNS(=O)(=O)c2ccc(C)cc2)cc1
→ -20.9%	4.3%	-0.6%	i	1.6%	12.8%	-4.7%	-1.5	3.6%
Cc1nnc(SCC(=O)NC2CCCCC2)n1-c1ccccc1
→ 4.7%	-46.1%[inhibitor]	-4.1%	i	13.0%	-3.1%	-19.0%	25.1	-0.4%
O=C1C=CC(=O)N1Cc1ccccc1
→ u	-17.6%	-75.8%[inhibitor]	x	-25.5%	-17.4%	-48.0%[inhibitor]	-139.5*	-9.8%
CN(C(=S)Nc1ccc(F)cc1)C(c1ccccc1)c1ccccc1
→ 3.1%	22.5%	-0.9%	i	u	17.1%	i	19.6	-6.8%
Cc1cc(C)n(-c2ccc(C(=O)OCC(=O)Nc3cc(S(C)(=O)=O)ccc3Cl)cc2)n1
→ u	12.1%	0.6%	i	11.0%	1.5%	-16.3%	5.4	-6.6%
CC(C)NC(=O)C1(C)Cc2c(-c3ccc(C(N)=O)cc3)ccnc2O1 (configuration not stated)
→ 0.0%	-10.9%	1.4%	i	16.3%	-13.9%	i	7.7	5.2%
CCCCN1C[C@H](C)[C@@H](CC(=O)NCc2ccccc2)C1=O
→ -0.7%	-18.6%	-5.8%	i	6.7%	0.0%	i	-9.4	5.9%
CCc1ccc2oc(C(=O)NCCc3ccc(OC)c(OC)c3)cc(=O)c2c1
→ 49.6%	21.0%	x	x	-11.9%	5.1%	-17.0%	x	x
CCn1nnnc1SCC(=O)Nc1ccc2c(c1)OCO2
→ 12.4%	-4.5%	13.7%	i	0.6%	3.2%	i	8.9	1.9%
CCc1cc(C(=O)N2CCCC(C(=O)c3ccc(Oc4ccccc4)cc3)C2)n(C)n1 (configuration not stated)
→ u	29.5%	1.3%	i	u	23.2%	-23.3%	5.9	5.0%
CCOC(=O)CC(=O)CSc1ncnc2c1oc1ccccc12
→ -13.3%	u	1.0%	i	36.5%[activator]	0.9%	-17.8%[57.5 µM]	-14.8	11.2%
Clc1ccc(-c2nc3c4cnn(-c5ccccc5Br)c4ncn3n2)c(Cl)c1
→ u	-23.2%	x	x	-1.3%	5.8%	i	x	x
CCOc1ccc2oc(C(=O)NCC(c3ccco3)N(C)C)c(C)c2c1 (configuration not stated)
→ 6.0%	2.0%	1.0%	i	u	-7.1%	i	13.8	0.6%
O=C(c1cccc([N+](=O)[O-])c1)N1CCCC(C(=O)N2CCCCCC2)C1 (configuration not stated)
→ 0.0%	-9.4%	-3.0%	i	8.5%	-4.6%	i	-12.0	7.2%
CCCNC(=S)N1CCN(c2nc(-c3ccc(C)cc3)cs2)CC1
→ -1.9%	22.0%	-2.1%	i	u	u	-15.0%	15.8	-1.6%
O=C(Nc1ccc(/C=C/c2nc3ccccc3o2)cc1)c1c(F)cccc1F
→ 19.3%	-19.1%	1.4%	u	u	-7.0%	-24.3%	11.9	-30.5%[inhibitor]
CCc1ccc(NC(=O)CSc2nc(-c3ccc(C)cc3)nc3c2Cc2c(CO)cnc(C)c2O3)cc1
→ 2.3%	-2.7%	x	x	2.9%	-1.1%	u	x	x
CCn1c(=O)c2ccccc2n2c(SCC(=O)NCc3cccs3)nnc12
→ -19.0%	27.6%	0.9%	i	4.7%	8.9%	-4.2%[57.5 µM]	5.2	-6.8%

A draw from above in order of heavy-atom count, lowest first.
Value order – TDP43 rescue	FUS suppressor	aSyn yeast inh	Akt phos inh	GLP-1R inv ag	Abeta rescue	PTHR1 agonist	DRD3 antagonist	GLP1R ag
CCOC(=O)CC(=O)CSc1ncnc2c1oc1ccccc12
→ -13.3%	u	1.0%	i	36.5%[activator]	0.9%	-17.8%[57.5 µM]	-14.8	11.2%
CCCNC(=S)N1CCN(c2nc(-c3ccc(C)cc3)cs2)CC1
→ -1.9%	22.0%	-2.1%	i	u	u	-15.0%	15.8	-1.6%
Clc1ccc(-c2nc3c4cnn(-c5ccccc5Br)c4ncn3n2)c(Cl)c1
→ u	-23.2%	x	x	-1.3%	5.8%	i	x	x

(continued)
Value order – TDP43 rescue	FUS suppressor	aSyn yeast inh	Akt phos inh	GLP-1R inv ag	Abeta rescue	PTHR1 agonist	DRD3 antagonist	GLP1R ag
CCc1cccc(NC(=O)CCNS(=O)(=O)c2ccc3[nH]c(=O)oc3c2)c1
→ -11.8%	13.3%	-3.5%	i	12.9%	-10.2%	-19.9%	-7.7	0.6%
CCC1=C(OC(=O)N(CC)CC)N2C(=O)OC(=NCC(=O)OC)[C@]2(Cc2ccccc2)[C@H]2C1=CC[C@H]1C(=O)N(c3ccccc3)C(=O)[C@H]12
→ 16.7%	39.8%	-0.5%	i	2.1%	16.9%	-16.3%	-13.8	6.5%
COc1cccc(-c2nnc3sc(-c4ccco4)nn23)c1
→ 18.2%	3.2%	-19.9%	i	0.0%	-18.7%	-9.1%	9.7	-5.4%
Cn1nnnc1SCC(=O)Nc1ccccc1-c1ccccc1
→ -3.9%	-10.6%	-0.6%	i	18.0%	18.7%	-5.9%[57.5 µM]	-4.1	1.4%
O=C(CCl)Nc1cccc(S(=O)(=O)N2CCCCCC2)c1
→ u	x	1.5%	i	u	-24.5%	-5.6%	-26.4	-23.5%
CN(Cc1ccccc1)c1ccc(C(CC(N)=O)NC(=O)c2ccccc2)cc1[N+](=O)[O-] (configuration not stated)
→ -1.6%	-9.7%	-6.9%	i	-28.8%	4.5%	-53.7%[inhibitor]	-2.6	-2.3%
O=C1OCCC1N1C(=O)c2ccccc2S1(=O)=O (configuration not stated)
→ -0.3%	-0.1%	0.3%	i	-0.1%	7.3%	i	7.9	-10.9%
CCCCC1C(C#N)=C(C)NC2=C1C(=O)CC(C)(C)C2 (configuration not stated)
→ -7.0%	26.9%	-8.5%	i	u	-0.6%	-15.0%	15.9	-7.9%
CC(C)NC(=O)C1CCC(Cn2c(=O)c3sccc3n(CC(=O)N3CCCC3)c2=O)CC1 (configuration not stated)
→ 10.4%	-29.1%	x	x	8.1%	-10.1%	-7.6%	x	x
Cc1cc(C)n(CC(O)CN2C(=O)NC(C)(C)C2=O)n1 (configuration not stated)
→ 0.0%	15.9%	0.1%	i	0.0%	12.9%	i	6.3	-8.9%
Cc1ccc(Nc2c(-c3cc(Br)ccc3F)nc3cc(C)ccn23)cc1
→ -2.2%	0.0%	x	x	u	-26.6%	i	x	x
Cc1ccc(CNC(C)c2ccccc2)s1 (configuration not stated)
→ 7.1%	-16.3%	-8.8%	x	3.0%	-15.4%	i	x	-5.7%
O=C1NC(=O)c2cc(NC(=O)C3COc4ccccc4O3)ccc21 (configuration not stated)
→ -1.2%	-10.7%	-2.8%	i	5.6%	-13.1%	-20.8%	-7.0	-1.0%

5 entries out of the list above, arranged by their value in PTHR1 agonist, highest first.
| Molecule | PTHR1 agonist |
| --- | --- |
| CC(C)NC(=O)C1CCC(Cn2c(=O)c3sccc3n(CC(=O)N3CCCC3)c2=O)CC1 (configuration not stated) | -7.6% |
| COc1cccc(-c2nnc3sc(-c4ccco4)nn23)c1 | -9.1% |
| CCCCC1C(C#N)=C(C)NC2=C1C(=O)CC(C)(C)C2 (configuration not stated) | -15.0% |
| CCc1cccc(NC(=O)CCNS(=O)(=O)c2ccc3[nH]c(=O)oc3c2)c1 | -19.9% |
| O=C1NC(=O)c2cc(NC(=O)C3COc4ccccc4O3)ccc21 (configuration not stated) | -20.8% |

This is a subset; count on the stated rates, not on these rows.
